Source: PubChem BioAssay (Sanford-Burnham Center for Chemical Genomics)
CXCR6 inh: inhibitors of human CXCR6 receptor | O00574 | CHO-K1 PathHunter CXCR6 beta-arrestin, luminescence | inhibition, % at 20 µM | hit rate 0.36% among 360,000 | AID 602244; in the data active = inhibition above about 34%, passing the limit was not always enough;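 note: antagonist mode with CXCL16 agonist at 10 nM final; 0% = 10 nM CXCL16 with DMSO and 100% = unstimulated wells without agonist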
EBI2 antag: antagonists of human EBI2 receptor; inhibition, % at 5 µM; hit rate 0.81% among 360,000; AID 651636; P32249; EBI2 beta-arrestin recruitment, luminescence, 7a,25-OHC stimulated; in the data active = inhibition above about 38%;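 note: enzyme fragment complementation signal reports receptor beta-arrestin coupling in cells; 0% = agonist plus DMSO wells and 100% = wells without agonist; some results beyond the cut were filed as inactive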
Target sequence (P32249 whole entry, looked up, the tested form may be a part): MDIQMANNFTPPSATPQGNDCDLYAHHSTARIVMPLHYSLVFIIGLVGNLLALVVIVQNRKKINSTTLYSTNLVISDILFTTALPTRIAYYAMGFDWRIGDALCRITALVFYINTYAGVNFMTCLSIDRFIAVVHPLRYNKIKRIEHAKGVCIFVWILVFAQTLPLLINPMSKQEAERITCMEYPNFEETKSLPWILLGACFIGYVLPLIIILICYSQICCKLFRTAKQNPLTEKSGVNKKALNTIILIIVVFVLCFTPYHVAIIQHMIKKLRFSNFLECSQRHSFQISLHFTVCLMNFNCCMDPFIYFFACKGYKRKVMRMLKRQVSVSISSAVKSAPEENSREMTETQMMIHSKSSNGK
APOBEC3G inh: APOBEC3G (human) deaminase inhibition; inhibition, % at 20 µM; recombinant A3G, ssDNA deamination FAM/TAMRA fluorescence; hit rate 0.28% among 330,000; AID 493012; Q9HC16;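 active = inhibition of at least 40% at 20 µM, with no more than 30% in the related APOBEC3A deaminase screen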;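 note: plate controls were DMSO wells with A3G for no effect and wells lacking A3G enzyme for full effect; some compounds called inactive have numbers as strong as hits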
Target sequence (Q9HC16 whole entry, looked up): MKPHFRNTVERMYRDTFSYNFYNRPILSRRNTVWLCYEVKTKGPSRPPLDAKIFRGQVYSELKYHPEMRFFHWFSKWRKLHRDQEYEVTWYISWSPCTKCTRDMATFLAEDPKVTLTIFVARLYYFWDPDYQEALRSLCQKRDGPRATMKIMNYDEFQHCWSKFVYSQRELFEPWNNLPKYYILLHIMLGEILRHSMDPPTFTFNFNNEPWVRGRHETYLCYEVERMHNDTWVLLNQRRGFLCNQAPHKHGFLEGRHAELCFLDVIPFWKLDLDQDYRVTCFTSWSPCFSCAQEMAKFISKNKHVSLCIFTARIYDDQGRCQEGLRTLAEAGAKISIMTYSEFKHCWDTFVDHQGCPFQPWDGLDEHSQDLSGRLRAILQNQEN
GRIN3A LBD mod: modulates the human NR3A ligand-binding domain; Tm shift relative to glycine control, % at 25 µM; hit rate 2.5% among 340,000; AID 1259313; NR3A LBD differential scanning fluorimetry, Tm shift; 0% = protein alone, 100% = glycine-bound protein;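 active = melting temperature shift of at least 10% of the positive control shift, at one fixed dose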
A3A deaminase: human APOBEC3A DNA deaminase inhibition; P31941; recombinant A3A, FAM/TAMRA ssDNA deamination fluorescence; inhibition, % at 20 µM; hit rate 0.41% among 330,000; AID 493011;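 active = at least 40% inhibition at 20 µM here, with at most 30% in a related deaminase screen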;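 note: plate controls were A3A with DMSO for no effect and wells lacking A3A enzyme for full effect; some results filed as inactive read as strong as hits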
Gli-Sufu block: antagonists of Gli-Sufu signaling. Sufu-KO-LIGHT fibroblasts, Gli luciferase reporter luminescence. inhibition, % at 5 µM. hit rate 0.74% among 340,000. AID 588413;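 active = inhibition above about 55%, limit read from the data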;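 note: 0% = DMSO-treated cells and 100% = wells with medium but no cells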
MPTP inh: permeability transition pore inhibition. inhibition, % at 10 µM. hit rate 1.4% among 360,000. isolated mouse mitochondria, Ca2+ swelling absorbance, 30 min;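 active = inhibition of 50% or more, scaled per plate between neutral and stimulator controls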;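 note: 0% = DMSO wells given calcium and 100% = 1 mM EGTA wells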
CCR6 antagonist: CCR6 (human) receptor antagonism; P51684; CHO-K1 CCR6 PathHunter beta-arrestin, luminescence, CCL20-stimulated; inhibition, % at 20 µM; hit rate 0.49% among 340,000;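 active = compounds whose inhibition of the agonist-driven luminescence signal at 20 µM reaches about 50%, limit read from the data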;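 note: cells stimulated with CCL20 at 14 nM final; plate controls were DMSO with CCL20 for no effect and DMSO without agonist for full effect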
The depositor's hits bear a star; . = not tested or not shown. Not a hit list. Share with any hit: about 5.8%.

[1] O=C(COc1ccc(Br)cc1Cl)c1ccc[nH]1
[2] CCN1CCN(C(=O)c2cc(=O)c3cc(C)ccc3o2)CC1
[3] O=c1oc2ccccc2c(CNc2ccccc2)c1[N+](=O)[O-]
[4] CCCCCOC(=O)CSc1n[nH]c(=O)[nH]c1=O
[5] O=c1ccc(Cc2ccccn2)n[nH]1
[6] COc1ccc(OCC(=O)NCC(c2ccc(OC)cc2)N2CCCCC2)cc1 (centres undefined)

assay / compound	1	2	3	4	5	6
EBI2 antag	-1	67*	-11	-25	-3	10
MPTP inh	-0.2	-2.1	0.6	2.2	-0.6	-1.7
Gli-Sufu block	-28	-5	6	0	-5	23
CXCR6 inh	8	0	-5	0	3	2
GRIN3A LBD mod	-3	-4	-2	2	-1	1
CCR6 antagonist	-1	-4	9	-4	-8	13
APOBEC3G inh	-4	-2	-4	-4	0	-4
A3A deaminase	-6	0	-2	0	2	-5

[7] O=C(NNC(=O)c1cc(Br)ccc1O)c1csc(N2CCOCC2)n1
[8] CCOc1ccc(CSCCNC(=S)Nc2ccccc2)cc1
[9] CCSc1nnc(-c2cccs2)o1
[10] COCCCn1c(SCC(=O)NC(C)(C)C)nnc1-c1cccs1
[11] C/C(NCc1cccnc1)=C(\C#N)C(=O)NCc1ccccc1
[12] Nc1c(-c2ccc(Cl)cc2)nnn1-c1ccccc1

assay / compound	7	8	9	10	11	12
EBI2 antag	-1	-7	-13	-8	-6	4
MPTP inh	0.8	46	-0.3	0.2	15	2.3
Gli-Sufu block	13	5	-11	-3	-27	-78
CXCR6 inh	-15	-1	-10	-3	-2	9
GRIN3A LBD mod	-9	-5	-10	-3	1	-8
CCR6 antagonist	0	1	8	3	15	5
APOBEC3G inh	-6	3	0	-6	-2	-5
A3A deaminase	-4	-1	1	-6	-1	-3

Structures from the list above that have a Cl atom (2):
[1] O=C(COc1ccc(Br)cc1Cl)c1ccc[nH]1
[12] Nc1c(-c2ccc(Cl)cc2)nnn1-c1ccccc1

assay / compound	1	12
EBI2 antag	-1	4
MPTP inh	-0.2	2.3
Gli-Sufu block	-28	-78
CXCR6 inh	8	9
GRIN3A LBD mod	-3	-8
CCR6 antagonist	-1	5
APOBEC3G inh	-4	-5
A3A deaminase	-6	-3

Next records follow.
[13] CC(C)c1ccc(S(=O)(=O)N2CCC3(CC2)OCCO3)cc1
[14] O=C(O)C1Cc2ccccc2CN1C(=O)c1ccco1 (centres undefined)
[15] CCc1cc2c(SCC(=O)c3cccs3)ncnc2s1
[16] CC(=O)c1cnc(Nc2cccc(Cl)c2Cl)s1
[17] NC(=O)COc1ccc(-c2noc(COc3ccccc3[N+](=O)[O-])n2)cc1
[18] Cc1nc(C(N)=O)nc2ccccc12

assay / compound	13	14	15	16	17	18
EBI2 antag	-4	1	5	4	27	-4
MPTP inh	-0.2	0.0	1.5	-0.5	-1.5	1.1
Gli-Sufu block	-2	1	-24	-46	-5	2
CXCR6 inh	0	3	6	10	-8	3
GRIN3A LBD mod	-4	0	-1	1	0	0
CCR6 antagonist	12	-6	3	21	1	13
APOBEC3G inh	-5	-4	1	-11	-6	-1
A3A deaminase	-1	5	5	-2	3	-2

Reprinted at random: 2 records from the list, in no set order.
[15] CCc1cc2c(SCC(=O)c3cccs3)ncnc2s1
[14] O=C(O)C1Cc2ccccc2CN1C(=O)c1ccco1 (centres undefined)

assay / compound	15	14
EBI2 antag	5	1
MPTP inh	1.5	0.0
Gli-Sufu block	-24	1
CXCR6 inh	6	3
GRIN3A LBD mod	-1	0
CCR6 antagonist	3	-6
APOBEC3G inh	1	-4
A3A deaminase	5	5

The list continues:
[19] CCn1c(SCC(=O)Nc2ccc3c(c2)OCO3)nc2ccccc21
[20] O=C(Nc1ccc(Br)cn1)c1ccc([N+](=O)[O-])cc1Cl
[21] O=C(Nc1nnc(CCS(=O)(=O)c2ccc(Br)cc2)s1)c1ccc([N+](=O)[O-])cc1
[22] O=C(CCSc1ccccc1)Nc1nc2c(s1)CCCC2
[23] NC(=O)CSc1nnc(-c2ccncc2)n1CCc1ccccc1
[24] O=C(Cn1c(-c2cscn2)nc2ccccc21)Nc1cc(F)ccc1F

assay / compound	19	20	21	22	23	24
EBI2 antag	2	-6	5	5	-4	-10
MPTP inh	1.4	7.6	-1.2	-0.9	0.9	-2.7
Gli-Sufu block	10	-93	17	-28	1	1
CXCR6 inh	0	-12	0	4	13	3
GRIN3A LBD mod	-1	0	-1	2	6	0
CCR6 antagonist	16	-17	12	22	7	-12
APOBEC3G inh	0	-8	-1	-8	-6	-3
A3A deaminase	0	-3	-1	4	2	3

EBI2 antag, entries above that show a hit
item | structure | EBI2 antag | MPTP inh | CXCR6 inh | GRIN3A LBD mod | CCR6 antagonist | APOBEC3G inh | A3A deaminase
2 | CCN1CCN(C(=O)c2cc(=O)c3cc(C)ccc3o2)CC1 | 67* | -2.1 | 0 | -4 | -4 | -2 | 0

Next entries:
[25] N=c1sccn1CC(=O)Nc1ccc(S(=O)(=O)N2CCOCC2)cc1
[26] O=C(NCc1ccco1)C1CCN(C(=O)c2ccc([N+](=O)[O-])cc2)CC1
[27] CCOC(=O)c1[nH]c2ccc(Cl)cc2c1NC(=O)c1nonc1C
[28] CC(=O)Nc1cccc(C(=O)/C=C/c2ccc[nH]2)c1
[29] CCCn1c(=O)c2[nH]c(-c3ccc(S(=O)(=O)O)cc3)nc2n(CCC)c1=O
[30] Cc1ccc(NC(=O)c2ncn(CCCN(C)CCc3ccccn3)n2)cc1C

assay / compound	25	26	27	28	29	30
EBI2 antag	-2	11	-4	-13	-5	-10
MPTP inh	-3.3	0.7	-2.7	3.1	-1.4	-0.1
Gli-Sufu block	-2	-1	-11	2	-13	0
CXCR6 inh	8	-2	-2	4	3	-6
GRIN3A LBD mod	2	1	-2	-6	2	-1
CCR6 antagonist	1	-1	7	13	-19	-1
APOBEC3G inh	-10	-6	-5	8	-5	.
A3A deaminase	-4	-2	-3	1	-1	.

Compound profiles, from the list above. Order of screens: EBI2 antag, MPTP inh, Gli-Sufu block, CXCR6 inh, GRIN3A LBD mod, CCR6 antagonist, APOBEC3G inh, A3A deaminase
CCOC(=O)c1[nH]c2ccc(Cl)cc2c1NC(=O)c1nonc1C is listed as -4, -2.7, -11, -2, -2, 7, -5, -3
Cc1ccc(NC(=O)c2ncn(CCCN(C)CCc3ccccn3)n2)cc1C is listed as -10, -0.1, 0, -6, -1, -1, ., .
CCCn1c(=O)c2[nH]c(-c3ccc(S(=O)(=O)O)cc3)nc2n(CCC)c1=O is listed as -5, -1.4, -13, 3, 2, -19, -5, -1
N=c1sccn1CC(=O)Nc1ccc(S(=O)(=O)N2CCOCC2)cc1 is listed as -2, -3.3, -2, 8, 2, 1, -10, -4
CC(=O)Nc1cccc(C(=O)/C=C/c2ccc[nH]2)c1 is listed as -13, 3.1, 2, 4, -6, 13, 8, 1

(more compounds)
[31] Cc1ccc(CNc2nc3ccc(C)cc3n3cnnc23)cc1
[32] O=C(NC(=S)Nc1ccc2[nH]c(=O)[nH]c2c1)c1ccccc1F
[33] O=C(CCc1nc2ccccc2c(=O)[nH]1)NCc1ccco1
[34] COc1ccccc1CC(=O)Nc1ccc2[nH]ncc2c1

assay / compound	31	32	33	34
EBI2 antag	-4	-3	-10	-1
MPTP inh	2.2	0.2	-1.6	-0.7
Gli-Sufu block	4	-22	0	-10
CXCR6 inh	0	7	-5	-3
GRIN3A LBD mod	0	-1	-2	0
CCR6 antagonist	2	5	15	12
APOBEC3G inh	-12	-2	-12	-5
A3A deaminase	-5	-1	-4	-2
